GLP-1R inv ag – inverse agonists of human GLP-1 receptor | P43220 | HEK293 GLP-1R CRE-luciferase, luminescence, 24 h; GLP-1R form is constitutively active | Potency, µM (highest dose often 38.3 µM), without a hit: at the top dose activity change, negative = inhibition, most hits filed as inhibitors | 1.6% of 410,000 active | AID 624417; further: on the % scale 0 is the no-effect control and ±100 the full control effect; nearly all actives have a fitted effect of over 55% in size
Target sequence (P43220 whole entry, looked up): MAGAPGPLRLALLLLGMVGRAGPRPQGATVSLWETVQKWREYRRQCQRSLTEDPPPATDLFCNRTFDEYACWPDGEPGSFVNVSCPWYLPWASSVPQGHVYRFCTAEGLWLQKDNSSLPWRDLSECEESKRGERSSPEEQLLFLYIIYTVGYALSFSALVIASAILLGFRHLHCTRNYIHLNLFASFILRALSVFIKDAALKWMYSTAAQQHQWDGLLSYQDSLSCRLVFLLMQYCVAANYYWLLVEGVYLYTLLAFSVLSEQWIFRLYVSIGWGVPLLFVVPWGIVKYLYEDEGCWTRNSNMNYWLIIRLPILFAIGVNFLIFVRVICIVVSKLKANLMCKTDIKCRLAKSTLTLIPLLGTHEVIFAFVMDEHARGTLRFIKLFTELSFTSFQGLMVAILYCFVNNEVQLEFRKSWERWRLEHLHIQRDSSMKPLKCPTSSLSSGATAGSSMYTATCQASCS
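Seeding at 200 cells/uL, 12 h culture, 24 hr compound treatment, then luciferase reagent and a luminescence read; cells are HEK293 stably expressing a constitutively active GLP-1R plus cAMP-responsive luciferase.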
GLP1R cytotox – cytotoxicity in counter-screen for GLP-1R inverse agonists | HEK293 cAMP-luciferase reporter cells, luminescence, 24 h | Potency, µM (doses to about 38.3 µM), for inactives: at the highest dose activity change, negative = inhibition, most hits filed as inhibitors | 0.13% of 410,000 active | AID 624418;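 further: loss of luciferase light is scored as toxicity; on the % scale 0 is the no-effect control and ±100 the full control effect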
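Seeding density was 200 cells/uL; after overnight-length (12 h) culture, 23 nL compounds went on for 24 h at 37 °C. Readout used a luciferase detection reagent, luminescence taken after 12 min at room temperature.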
SW480 rerep – DNA re-replication induction in SW480 cells | SW480 DNA re-replication, Hoechst DNA content imaging, 48 h | Potency, µM (doses to about 46.1 µM), for inactives: top-dose re-replication activation, hits mostly activators | 1.8% of 340,000 active | AID 624297; further: % of control where 0% means no effect; nearly all actives have a fitted effect of over 55% in size
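Image-based read-out: total Hoechst fluorescence of nuclei (405 nm excitation, 500-530 nm emission), with hits raising the fraction of high-intensity nuclei. SW480 colon cells incubated 48 hr with compounds at 37 C.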
HT1080NT lethal – kills 2HG-producing HT-1080-NT fibrosarcoma cells | HT-1080-NT fibrosarcoma viability, CellTiter-Glo ATP luminescence, 48 h | Potency, µM (top dose mostly 46.1 µM), inactives show at the top dose activity, negative = less viability, hits mostly cytotoxic | 1.6% of 360,000 active | AID 686970;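 further: NT is the 2HG producing partner of a matched IDH1 knockdown line; 0% = DMSO-treated cells and -100% = media-only wells without cells; nearly all actives have a fitted effect of over 55% in size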
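Toxicity toward the 2HG-producing NT line was scored as %Activity, normalised to DMSO and no-cell wells, from CellTiter-Glo luminescence after 48 hours' treatment.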
KB-3-1 cytotox – kills parental KB-3-1 adenocarcinoma cells; KB-3-1 viability, CellTiter-Glo ATP luminescence, 72 h; Potency, µM (series often up to 46.1 µM), without a hit: top-dose activity change, negative = cytotoxic, actives largely listed as cytotoxic; 1.4% of 400,000 active; further: on the % scale 0 is the no-effect control and ±100 the full control effect; nearly all actives have a fitted effect of over 60% in size
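KB-3-1 parental drug-naive adenocarcinoma cells in DMEM/10% FBS, incubated 72 h at 37 C with pin-transferred compounds across a concentration series. Viability by CellTiter-Glo luminescence; concentration-response curves fitted after normalization.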
HT1080 IDH1KD tx – HT-1080 IDH1 knockdown cell toxicity (counter line) | HT-1080 IDH1 knockdown viability, ATP luminescence, 48 h | Potency, µM (titrated, usually from 46.1 µM), inactives show at the highest dose activity, negative = toxicity, usual class: cytotoxic | 2% of 360,000 active;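 further: 0% = DMSO wells and -100% = cell-free medium wells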
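Knockdown cells (IDH1KD HT-1080) received compounds 2 h after plating at 750 cells/well and were kept 48 h at 37 °C in 5% FBS RPMI. A CellTiter-Glo luminescence read gave % activity for curve fitting.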
TDP43 rescue – TDP-43 toxicity inhibition in yeast. TDP-43 expressing yeast growth rescue, BacTiter-Glo, 24 h. Potency, µM (titrated, usually from 46.1 µM), for the others: at the top dose growth rescue (activation), most hits filed as activators. 1.8% of 410,000 active. AID 652104; further: % of control where 0% means no effect; nearly all actives have a fitted effect of over 50% in size
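Luminescence from BacTiter-Glo reports growth of TDP-43-expressing yeast after 24 hr at 30 deg C with compound. Cells were raffinose-pregrown to mid-log, then seeded in galactose medium at OD600=0.02.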
GLP1R ag – agonists of human GLP-1 receptor | Potency, µM (titrated, usually from 45.6 µM), without a hit: at the highest dose activation, most hits filed as activators | 0.007% of 380,000 active | AID 624172 | HEK293 GLP-1R CRE-luciferase, luminescence, 4-6 h; cells express a hypersensitive GLP-1R form | P43220; further: % of control where 0% means no effect
KB-V1 MDR tox – KB-V1 MDR subline cytotoxicity; KB-V1 MDR cells viability, CellTiter-Glo, 72 h; 3.4% of 400,000 active; Potency, µM (doses to about 46.1 µM), for inactives: at the top dose activity change, negative = cytotoxicity, most hits filed as cytotoxic; further: on the % scale 0 is the no-effect control and ±100 the full control effect; nearly all actives have a fitted effect of over 60% in size
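In this primary screen, KB-V1 cells overexpressing P-gp are incubated with library compounds (lowest to highest concentration) for 72 h at 37 degrees C before a luminescent ATP viability read.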
Numbers without * were called inactive; ? = inconclusive; . = not tested or not shown; & = joins results of further samples; [ ] = remark or other dose. The call rests on the fitted dose curve; in most records, active means well fitted curve in the direction sought with a large enough effect; inconclusive means small, poorly fitted or top-dose-only effect, or another doubt; inactive means no such curve, though single readings can be large; an effect the other way counts as inactive or inconclusive. Potency means the concentration at half of the fitted maximal effect.

SMILES	GLP-1R inv ag	GLP1R cytotox	SW480 rerep	HT1080NT lethal	KB-3-1 cytotox	HT1080 IDH1KD tx	TDP43 rescue	GLP1R ag	KB-V1 MDR tox
CCCNC(=O)NC(=O)CN1CCCC1c1ccc2c(c1)OCCO2 (centres undefined)	?	3%	-1%	3%	?	3%	-21%	9%	?
C=CCOc1c2ccc(C(=O)NCc3ccc(C)cc3)cc2nn1C	7%	-17%	-8%	0%	-2%	2%	6%	-4%	-10%
O=C(CSc1cccc[n+]1[O-])Nc1cc(S(=O)(=O)N2CCOCC2)ccc1N1CCOCC1	6%	1%	-1%	21%	-1%	24%	-2%	-1%	?
CC(=O)OC1COC(N2CCc3cc(Br)c([N+](=O)[O-])cc32)C(OC(C)=O)C1OC(C)=O (centres undefined)	3%	-7%	-9%	-3%	0%	0%	0%	8%	0%
Cc1nn(-c2ccccc2)nc1C(=O)Oc1cc(C(F)(F)F)nn1-c1ccccc1	?	6%	-1%	0%	1%	0%	-2%	4%	-9%
CC(C)CNC(=O)C(=O)Nc1c2c(nn1-c1ccc(Cl)cc1)CSC2	3%	9%	.	.	8%	.	13%	.	7%
CCOC(=O)[C@@H]1[C@H]2COc3cc(OC)ccc3[C@@H]2N2C(=O)N(c3ccc(Br)cc3)C(=O)[C@@]12C	?	2%	?	19%	3%	0%	0%	2%	17%
O=C(O)CCCNc1cc(N2CCN(C(=O)c3ccco3)CC2)c2noc3c2c1C(=O)c1ccccc1-3	8%	-8%	-2%	?	3%	?	-32%[inhibitor]	1%	?
Cc1cc(C)cc(NC(=O)COC(=O)CC2CCCC2)c1	?	2%	6%	0%	6%	-6%	28%	12%	-10%
COc1ccccc1Nc1nc(N)nc(CSC(=S)N2CCN(c3ccccc3)CC2)n1	-19%	-16%	-17%	-9%	-1%	-21%	?	4%	?
O=C(O)C/C(=C\c1cc2c(cc1Br)OCO2)c1nc2ccccc2s1	1%	-4%	?	0%	-5%	0%	4%	2%	?
C=CCN(C(=O)CCC(=O)Nc1cc(C)on1)C(C(=O)NC(C)(C)CC)c1cccc(OC)c1OC (centres undefined)	-17%	-16%	-8%	0%	0%	-6%	1%	10%	3%
COC(=O)c1cccc(N(CC(=O)NCC2CCCO2)C(=O)CCC(=O)Nc2cc(C)on2)c1 (centres undefined)	14%	8%	-1%	-6%	12%	5%	4%	15%	4%
CCc1ccc(CN(C)C(=O)c2cc(COc3cc(C)c(Cl)c(C)c3)on2)nc1	?	-17%	-4%	?	-14%	?	20µM*	5%	0%
Cc1c(C(=O)N2CCC2)oc2c(F)cccc12	11%	10%	-2%	-2%	5%	9%	20%	8%	2%
CC(C)NC1(C(N)=O)CCN(Cc2ccccc2)CC1	-11%	7%	-9%	-2%	-3%	8%	-12%	18%	5%
CC(=O)c1cccc(NC(=O)CN2CCN(Cc3ccccc3)CC2)c1	-9%	1%	2%	9%	13%	3%	9%	3%	7%
CC1(c2ccccc2)CC2CC(c3ccccc3)N1O2 (centres undefined)	0%	1%	-6%	9%	7%	-25%	-2%	-7%	-21%
C=CCn1c(SCC(=O)/C(C#N)=C(\C)N)nc2sc(C)c(C)c2c1=O	64%[activator]	-19%	10%	-5%	4%	-4%	12%	14%	?
CCOc1cccc2c1OC1(C)CC2NC(=O)N1c1cccc(C(=O)N2CCN(c3ccccn3)CC2)c1 (centres undefined)	-14%	-11%	-9%	1%	20%	0%	-10%	1%	30%
COc1cc(/C=N/NC(=O)c2cccnc2)ccc1OC(=O)c1cccc(Br)c1	-16%	5%	2%	2%	-3%	3%	15%	-13%	3%
Cc1ccc(S(=O)(=O)N2CCC(C(=O)NNC(=O)c3cccnc3)CC2)cc1	9%	5%	-3%	10%	28%	-5%	-7%	1%	5%
CC1=C(C(=O)Nc2ccccn2)C(c2ccc(Cl)cc2)NC(=S)N1 (centres undefined)	7%	-4%	?	-16%	-1%	-15%	-19%	2%	6%
CCC1CCC(C(=O)NC(C(=O)Nc2ccc3c(c2)OCCO3)C(C)C)CC1 (centres undefined)	-24%	-6%	4%	1%	-8%	-1%	9%	-6%	?
Cc1noc(C)c1NC(=O)Nc1cccc2c1O[C@H](CN(C)S(=O)(=O)c1c(C)noc1C)[C@@H](C)CN([C@H](C)CO)C2=O	28%	3%	6%	12%	0%	12%	9%	4%	-13%
Cn1cc(CNC(=O)COc2ccc(Cl)cc2Cl)cn1	42%[activator]	3%	-28%	12%	3%	7%	22%	9%	11%
Cc1c(N=c2scc(-c3ccccc3)n2CCO)c(=O)n(-c2ccccc2)n1C	10%	1%	1%	10%	1%	4%	6%	12%	11%
CCc1c(C)nc(Nc2nc(C)c3ccc(OC)cc3n2)[nH]c1=O	107%[activator]	?	0%	7%	-5%	0%	13%	5%	-1%
CCCCC1=CC2=CC(=O)C(C)(OC(=O)CC)C(=O)C2=CN1C(CO)CO (centres undefined)	7%	1%	-5%[9.22 µM]	10%	20%	15%	5%	-6%	0%
Cc1ccccc1Nc1nc(NCc2ccco2)c2ccccc2n1	4µM*	?	?	?	?	15µM*	-13%	-1%	12µM*
C/C=C/c1ccc(OCCCNC)c(OC)c1	-16%	-15%	1%	-19%	17%	-19%	12%	-1%	5%
COc1cc([N+](=O)[O-])cc(/C=C2/SC(=S)N(Cc3ccccc3)C2=O)c1O	?	?	-2%	0%	?	-7%	-2%	-5%	?
CNC(=S)N(CCCn1ccnc1)Cc1c(F)cccc1Cl	-22%	-1%	-1%	-5%	2%	5%	7%	7%	0%
CC(C)CCn1cnc2c(oc3nc4c(cc32)CCCC4)c1=O	8.9µM*	-8%	-19%	3%	0%	0%	?	-7%	-7%
O=C(O)CCC(=O)N1CCc2cc(S(=O)(=O)NCc3ccc(F)cc3)ccc21	6%	13%	.	.	4%	.	-4%	.	-13%
COc1ccc(S(=O)(=O)/C(C#N)=C/Nc2ccc(NC(C)=O)cc2)cc1	4%	5%	-9%	6%	3%	0%	16%	3%	10%
CCN1C/C(=C/c2ccc(N3CCOCC3)cc2)C(=O)/C(=C/c2ccc(N3CCOCC3)cc2)C1	?	-20%	16µM*	?	?	21µM*	-5%	1%	18µM*
Cc1ccc(CC(=O)Nc2ccncc2)cc1	-18%	0%	-161%[inhibitor]	-13%	-5%	-9%	-13%	-2%	-3%
CC[C@H](C)[C@H]1CNC(=S)N1CC1CCN(CC2CCC(C)CC2)CC1 (some centres undefined)	-26%	-3%	-3%	0%	0%	-3%	-11%	-2%	-8%
Cc1ccc2nc(CN3CCN(S(=O)(=O)c4ccc(C)c(C)c4)CC3)oc2c1	-3%	-2%	.	.	6%	.	24%	.	15%
NNc1nccc(Nc2ccccc2C(=O)O)n1	?	-1%	-1%	-11%	11%	-18%	-1%	-1%	22%
Cc1nn(C(C)C(=O)O)c2ccccc12 (centres undefined)	-3%	15%	4%	5%	12%	-3%	-3%	-7%	24%
CC(=O)c1ccc(N(C)C)c2c(N(C)C)cccc12	3%	-10%	-4%	0%	0%	12%	-5%	-8%	-1%
CCC(=O)N1CCc2cc(S(=O)(=O)NC(Cc3ccccc3)C(=O)NC3CCCCC3)ccc21 (centres undefined)	16%	16%	-6%&-3%	-6%	-3%	1%	-3%	0%	-20%
N#Cc1cnn(-c2ccc(F)cc2)c1N	14%	13%	12%	16%	-1%	11%	-6%	11%	17%
Nc1cccc(-c2nc3ccccc3s2)c1	?	0%	-2%	-15%	0%	-28%	?	-8%	5%
CC(=O)Nc1ccc2nc(-c3cc(C)ccc3C)[nH]c2c1	-31%	-23%	.	.	?	.	19%	.	16µM*
Cc1csc(NC(=O)C(NS(=O)(=O)c2ccc(Br)s2)c2ccccc2)n1 (centres undefined)	-22%	6%	-7%	-10%	0%	-7%	8%	-1%	-22%

Retrieved one by one from above (two):
SMILES	GLP-1R inv ag	GLP1R cytotox	SW480 rerep	HT1080NT lethal	KB-3-1 cytotox	HT1080 IDH1KD tx	TDP43 rescue	GLP1R ag	KB-V1 MDR tox
Nc1cccc(-c2nc3ccccc3s2)c1	?	0%	-2%	-15%	0%	-28%	?	-8%	5%
Cc1ccc2nc(CN3CCN(S(=O)(=O)c4ccc(C)c(C)c4)CC3)oc2c1	-3%	-2%	.	.	6%	.	24%	.	15%

Whole records as entered above. Order of values: GLP-1R inv ag, GLP1R cytotox, SW480 rerep, HT1080NT lethal, KB-3-1 cytotox, HT1080 IDH1KD tx, TDP43 rescue, GLP1R ag, KB-V1 MDR tox
Cc1ccc2nc(CN3CCN(S(=O)(=O)c4ccc(C)c(C)c4)CC3)oc2c1 in the list: -3%, -2%, ., ., 6%, ., 24%, ., 15%
CCC(=O)N1CCc2cc(S(=O)(=O)NC(Cc3ccccc3)C(=O)NC3CCCCC3)ccc21 (centres undefined) in the list: 16%, 16%, -6%&-3%, -6%, -3%, 1%, -3%, 0%, -20%
NNc1nccc(Nc2ccccc2C(=O)O)n1 in the list: ?, -1%, -1%, -11%, 11%, -18%, -1%, -1%, 22%

Other records follow.
SMILES	GLP-1R inv ag	GLP1R cytotox	SW480 rerep	HT1080NT lethal	KB-3-1 cytotox	HT1080 IDH1KD tx	TDP43 rescue	GLP1R ag	KB-V1 MDR tox
CCOc1nc2ccccc2nc1NS(=O)(=O)c1ccccc1	0%	4%	1%	5%	-1%	-1%	?	-2%	-2%
Cc1cc(C(=O)OCC(=O)Nc2cc(C(F)(F)F)ccc2N2CCOCC2)c(C)o1	?	-19%	-2%[9.22 µM]	-7%	?	0%	27%	9%	?
CC(C)c1ccc(/C=C/C(=O)NC(=S)NN2CCOCC2)cc1	42%[activator]	?	?	-9%	-18%	-5%	30%	-1%	-2%
Cc1ccc(N2CCN(C(=O)C(=O)c3cccc([N+](=O)[O-])c3)CC2)cc1	3%	-7%	.	20%	16%	10%	16µM*	.	?
Cc1c(NC(=O)c2cc(-c3ccc(O)cc3)on2)c(=O)n(-c2ccccc2)n1C	?	0%&0%	?	?	?	?	-22%&-27%	5%	?
Cc1c(S(=O)(=O)N2CCC(C)CC2)c(=O)n(C)c(=O)n1C	30%[activator]	-10%	-79%[inhibitor]	10%	12%	6%	-4%	1%	5%
